High-throughput results from PubChem.
XiGFP reactiv = X-chromosome reactivation activator; XiGFP mouse fibroblasts, % GFP-positive cells imaging, 3 d; cells co-treated with 5-aza-dC sensitizer; scaled so ellipticine positive control = 100%; activation, % at 7.58 µM; 0.055% of 360,000 active; AID 743238;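 active = mean normalized replicate activation at least 10% and every replicate at or above 10%; inconclusive = only one of the two criteria met; inactive = mean below 10% and not all replicates reach 10%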;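 also: 0% = median of on-plate neutral control wells and 100% = ellipticine 6 µM median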
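assay system = SV40-immortalized XiGFP fibroblast cells, line 68-5-11 | buffer or medium = DMEM plus 5-aza-dC sensitizer | doses = single-point pinned compound dosing | times = 3-day compound exposure, then 15 min fixation at room temperature | benchmarks = positive control ellipticine, 6 µM final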
ERp5 block = inhibitors of human ERp5; Q15084; 0.05% of 350,000 active; AID 651711; inhibition, % at 9.99 µM; ERp5 insulin aggregation, absorbance 650 nm, 90 min;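 active = mean replicate inhibition above about 25%, with every replicate also reaching it, limit read from the data, passing the limit was not always enough; inconclusive = only one of those two criteria met; inactive = neither criterion met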
Target sequence (Q15084 whole entry, looked up): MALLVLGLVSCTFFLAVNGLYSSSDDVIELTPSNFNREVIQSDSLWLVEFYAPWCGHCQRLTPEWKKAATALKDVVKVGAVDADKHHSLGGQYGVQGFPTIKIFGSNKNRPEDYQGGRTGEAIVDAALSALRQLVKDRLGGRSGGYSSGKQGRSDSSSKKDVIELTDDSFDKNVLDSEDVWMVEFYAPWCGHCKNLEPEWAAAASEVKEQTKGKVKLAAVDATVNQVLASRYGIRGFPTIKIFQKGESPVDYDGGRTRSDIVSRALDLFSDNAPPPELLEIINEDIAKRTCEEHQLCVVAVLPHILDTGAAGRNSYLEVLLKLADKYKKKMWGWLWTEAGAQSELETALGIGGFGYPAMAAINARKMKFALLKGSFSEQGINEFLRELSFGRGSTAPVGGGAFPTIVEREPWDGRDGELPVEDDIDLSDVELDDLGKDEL
CFTR F508del cor = correctors of CFTR F508del function in bronchial epithelial cells. CFBE cells, YFP halide quenching; stimulated with forskolin plus potentiator P3; % fluorescence drop versus neutral controls. activity (quench increase), % at 7.58 µM. 0.36% of 350,000 active. AID 720511;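 active = mean added fluorescence quench of at least 8% versus neutral control, with both replicates also reaching 8%; inconclusive = only one of the mean or replicate conditions met; inactive = mean below 8% and not both replicates reaching 8%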;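 also: cells transiently co-express mutant CFTR-F508del with the halide-sensitive YFP; corrector assay measuring rescue of mutant channel to the surface after 24 h compound exposure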
GSIS activator = GLuc luminescence reporter in INS-1E cells, primary screen for activators of glucose-dependent secretion of insulin | 0.61% of 370,000 active | activation, % at 16.6 µM | AID 743287 | INS-1E GLuc reporter insulin secretion, 2-3 h;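 active = lowest replicate activation of at least 40%, so every replicate reaches that level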;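 also: 0% = median of neutral control wells and 100% = median of IBMX positive control wells; some compounds called inactive have numbers as strong as hits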
ARNT TACC3 PPI = ARNT/TACC3 interaction disruption. AlphaScreen His-ARNT PAS-B/GST-TACC3 binding, luminescence; TACC3 fragment carries E629A point mutation. inhibition, % at 9.99 µM. 0.66% of 390,000 active. AID 623870;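 active = mean inhibition of replicates at least 50% and at least half of replicates each reaching 50%; inconclusive = half or more replicates reach 50% but mean below 50%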;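 also: 0% = complete ARNT plus TACC3 wells and 100% = ARNT alone without TACC3; many hits fall short of the cut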
EWS-Fli inh = inhibitors of EWS/Fli oncoprotein transcriptional activity; inhibition, % at 12.6 µM; A673 NR0B1-luciferase reporter, viability-normalised; 0.67% of 350,000 active;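 active = mean inhibition of at least 50% after viability correction, with every replicate also passing that limit; inconclusive = mean reaches 50% but only one of two replicates passes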;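 also: firefly luciferase signal divided by Alamar Blue viability fluorescence both relative to DMSO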
DENV2 CPE = protects cells from dengue virus 2 cytopathic effect. CPE inhibition, % at 9.99 µM. AID 651640. 1.7% of 350,000 active. DENV2-infected cells, cytopathic effect rescue, plate reader; in the data active = CPE inhibition above about 20%, passing the limit was not always enough; inconclusive = no clear call, values can overlap the other calls; tested in BHK-21 cells;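 also: 0% = median of neutral control wells and 100% = median of positive control wells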
PAX8 reporter = lowers PAX8-driven luciferase in RMG-I cells; AID 652154; 1.2% of 360,000 active; inhibition, % at 12.6 µM; RMG-I TPO-luciferase reporter, SteadyGlo, 24 h;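 active = mean replicate inhibition at least 60% with every replicate also reaching 60%; inconclusive = only one of the two criteria is met; inactive = mean below 60% and not all replicates reaching 60%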;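 also: luciferase light reporting Pax8 driven TPO promoter activity; plate controls were median of neutral control wells for no effect and mitoxantrone controls for full effect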
* = called active by the depositor; ? = inconclusive; . = no result given; & = joins results of further samples.

SMILES | XiGFP reactiv | ERp5 block | CFTR F508del cor | GSIS activator | ARNT TACC3 PPI | EWS-Fli inh | DENV2 CPE | PAX8 reporter
COc1ccc(Cn2nnnc2C(c2ccc3ncccc3c2)N2CCN(C3CCCCC3)CC2)cc1 (stereo not drawn) | 7.1 | 2 | -4.6 | -2 | 2 | -8 | 2 | -7
c1ccc2c3n(nc2c1)CCCCO3 | 0.0 | -3 | -1.5 | 15 | 8 | -18 | -6 | -17
COc1ccccc1C(=O)Nc1ccccc1N1CCN(C(=O)c2ccc(Cl)cc2)CC1 | -0.1 | -8 | -2.5 | -6 | 10 | 20 | -3 | 24
CC(=O)N1[C@H](CO)[C@H](c2ccccc2)[C@H]1CNC(=O)c1ccncc1 | -0.1 | 1 | 0.3 | 18 | . | . | 21* | .
COc1ccccc1CNc1nc(NCc2ccccc2SC)c2sccc2n1 | -0.2 | 3 | -0.6 | -24 | . | 27 | -8 | 45
O=C1CSC(c2ccccc2[N+](=O)[O-])N1c1ccc(O)cc1 (stereo not drawn) | 0.0 | 3 | -1.4 | 2 | 3 | -2 | . | 9
CC1CCN(C(=O)c2cc3c(=O)n4ccccc4nc3s2)CC1 | 0.1 | 0 | 1.5 | 18 | . | . | -2 | -42
CO[C@H]1CN(C)C(=O)c2cc(NC(C)=O)ccc2OC[C@H](C)N(C(=O)c2ccc(F)cc2)C[C@H]1C | 0.2 | -6 | -0.6 | 6 | 0 | -7 | -5 | .
O=S(=O)(c1ccccc1F)N1CCCCN2[C@H](CO)[C@@H](c3ccc(-c4ccncc4)cc3)[C@H]2C1 | 0.0 | 0 | 2.8 | 8 | -10 | 16 | 5 | -8
C/C(N)=C(/C#N)C(=O)CSc1nc2ccccc2c(=O)n1-c1ccc(C)c(Cl)c1 | 0.1 | . | . | 0 | 0 | . | . | 4
Cc1cccc(NNC(=O)C2CCC2)c1 | 0.2 | -6 | -0.3 | 9 | -12 | -11 | 0 | 7
Cc1ccc(NC(=O)N2CCCC2)cc1Cl | 0.0 | 1 | -1.0 | 1 | 34 | -45 | -4 | -49
O=[N+]([O-])c1cc(Cl)c(Cl)c(Cl)c1Cl | . | -2 | -4.4 | -3 | . | 10 | -13 | .
CC1(C)CC(NC(=O)COc2ccc3ccc(=O)oc3c2)CC(C)(C)N1 | 0.3 | -8 | 2.8 | 11 | -1 | . | 2 | -15
O=C(CN1C(=O)NC2NC(=O)NC21)NC1CCCCC1 (stereo not drawn) | -0.1 | -1 | -2.5 | 14 | -1 | 13 | 6 | 6
Cc1noc(C)c1NC(=O)N(C)C[C@H]1Oc2ncc(C3=CCCC3)cc2C(=O)N([C@@H](C)CO)C[C@H]1C | -0.1 | 2 | 0.7 | 15 | -4 | -19 | 0 | -11
Cc1cccc(-c2ccc([C@H]3[C@@H](CO)N4CCCCN(S(=O)(=O)c5cccc(C)c5)C[C@@H]34)cc2)c1 | 0.0 | 0 | 3.7 | 16 | 12 | 5 | 5 | 96*
CCC(CC)NC(=O)/C=C/c1ccccc1Cl | 0.2 | . | . | 8 | -3 | . | . | -75
Cc1ccccc1-n1ccnc1SCC(=O)NCc1ccco1 | 0.0 | -3 | -1.0 | 13 | -2 | 6 | 1 | -6
O=C(NCCCCCCCCNC(=O)c1cccc2ccccc12)c1cccc2ccccc12 | 0.0 | 3 | 1.6 | 9 | -6 | -3 | ? | 1
C[C@H](CO)N1C[C@H](C)[C@@H](CN(C)Cc2ccc(-c3ccccc3)cc2)Oc2c(NS(=O)(=O)c3cccs3)cccc2C1=O | -0.3&0.0 | -1&11 | -3.0&-3.1 | 7&-18 | 0&3 | 3&13 | 3&7 | -34&3
CCOc1ccccc1CNn1cnnc1 | -0.1 | -3 | 0.8 | -12 | 1 | -2 | -2 | 4
Cc1ccccc1-n1c(SC2CCOC2=O)nnc1-c1ccncc1 (stereo not drawn) | 0.2 | -3 | -2.0 | 8 | 0 | 3 | -8 | 2
CCOC(=O)[C@@H]1[C@H]2COc3cc(OC)ccc3[C@@H]2N2C(=O)N(c3ccc(Br)cc3)C(=O)[C@]12C | 0.0 | 5 | 2.6 | -12 | 5 | 3 | -7 | 12
CCN(C(=O)c1ccc(Br)o1)C1CCS(=O)(=O)C1 (stereo not drawn) | -0.1 | 5 | -4.5 | 40 | 0 | -2 | -12 | 10
CC1CCCN(S(=O)(=O)c2ccc(C(=O)Nc3nnc(C4=COCCO4)o3)cc2)C1 (stereo not drawn) | 0.2 | -4 | 1.0 | 20 | 40 | . | -3 | 5
Cc1noc(C)c1NC(=O)Nc1ccc2c(c1)C(=O)N(C)[C@H]1CC[C@@H](CC(=O)N[C@H]3CCN(Cc4ccccc4)C3)O[C@H]1CO2 | 0.0 | -4 | -0.5 | 5 | 5 | -6 | -1 | -6
C[C@@H](O)C#Cc1ccc([C@H]2[C@@H](CO)N3CCCCN(S(=O)(=O)Cc4ccccc4)C[C@H]23)cc1 | 0.4 | 1 | 0.6 | -16 | 6 | -3 | 9 | -23
CCn1c(COc2cccc3cccnc23)nnc1SCC(=O)O | 0.1 | 8 | -2.6 | 3 | . | 5 | 0 | -4
CCOC(=O)CC1NCCc2c1[nH]c1ccc(OC)cc21 (stereo not drawn) | 0.1 | 0 | 0.0 | 5 | 7 | -16 | 3 | -16
O=C(C1CC1)N1CCc2cc(S(=O)(=O)NCCCN3CCCCC3)ccc21 | 0.1 | 2 | -1.8 | 5 | 25 | 7 | -2 | -4
O=C(CCN1C(=O)/C(=C/c2cccs2)SC1=S)NC1=NCCS1 | -0.2 | . | . | 8 | -2 | . | . | 6
Cn1cc(Br)c(C(=O)NNC(=O)c2ccc(Cl)cc2)n1 | 0.1 | 2 | 2.3 | . | -8 | -12 | 0 | -101
COc1ccc2[nH]c(N=Nc3ccccc3C)c(O)c2c1 | -0.1 | . | . | 0 | 1 | . | . | -18
OC[C@@H]1[C@@H](c2ccc(C#Cc3ccccc3)cc2)[C@H]2CN(CC3CCOCC3)CCCCN12 | 0.2 | -1 | -3.7 | 1 | 11 | -18 | -12 | 4
Cc1ccc(S(=O)(=O)N[C@@H]2CC[C@@H](CC(=O)N3CCC(Cc4ccccc4)CC3)O[C@@H]2CO)cc1 | -0.3 | 2 | 1.2 | -29 | 4 | 0 | 8 | 17
C[C@@H]1CCCCO[C@H](CN(C)S(=O)(=O)c2ccccc2)[C@H](C)CN([C@@H](C)CO)C(=O)c2cc(NC(=O)NC3CCCCC3)ccc2O1 | 0.1 | -3 | -1.1 | -26 | 13 | 5 | 1 | 33
C[C@H](CO)N1C[C@H](C)[C@H](CN(C)Cc2ccc(Cl)c(Cl)c2)Oc2ccc(N(C)C)cc2C1=O | 0.0 | -3 | 6.2 | -13 | 9 | -3 | -2 | 15
N#Cc1cccc(-c2ccc(C3[C@@H]4CN(S(=O)(=O)c5ccc(F)cc5)C[C@H]3N4)cc2)c1 (stereo partly drawn) | 0.0&0.0 | 3&7 | 0.1&-1.5 | -22&-8 | . | 0&-5 | -6&-4 | 13&20
COc1cccc(C2=NOC(C(=O)N3CCN(C(=O)c4ccco4)CC3)C2)c1 (stereo not drawn) | 0.3 | -3 | 1.3 | -2 | -3 | 1 | -3 | -7
Cc1cc(OC(=O)c2ccccc2C)c([N+](=O)[O-])c(=O)[nH]1 | 0.2 | 1 | 1.4 | 4 | -4 | -2 | 2 | -2
CC(=O)c1ccc(C(=O)N2CCCC(Nc3ccc(C(C)C)cc3)C2)s1 (stereo not drawn) | -0.1 | -8 | -3.6 | 10 | 4 | 1 | 4 | 16
O=C(CN1C(=O)c2ccccc2C1=O)NC1(C(=O)O)CCCC1 | 0.4 | -6 | -0.1 | . | -5 | -4 | 0 | -8
S=C(NN=C1CCCCC1=NNC(=S)N1CCOCC1)N1CCOCC1 | 0.3 | 7 | -4.3 | 8 | . | -19 | 10 | 11
CCCNC(=O)C[C@@H]1CC[C@H]2[C@@H](COc3ccc(NC(=O)C4CCCC4)cc3C(=O)N2C)O1 | 0.0 | . | -1.1 | -1 | . | 5 | 3 | -4
COc1ccccc1C(=O)NC(=O)COC(=O)CN1C(=O)NC(C)(C)C1=O | 0.0 | -2 | -0.6 | -1 | -1 | -2 | -3 | .
Cc1nc2nc(SCc3ccccc3)[nH]n2c(=O)c1C | 0.1 | 4 | 1.2 | -4 | 7 | 3 | -8 | -2
C[C@H]1CN([C@@H](C)CO)C(=O)c2cccc(NC(=O)c3ccc(-c4nccs4)cc3)c2O[C@@H]1CN(C)Cc1ccc(C(=O)Nc2ccccc2N)cc1 | 0.0 | 13 | 2.3 | 18 | 17 | 52* | 2 | .
C[C@H](CO)N1C[C@H](C)[C@@H](CN(C)C(=O)Nc2ccc3c(c2)OCO3)OCCCC[C@H](C)Oc2ccc(NC(=O)Nc3ccc4c(c3)OCO4)cc2C1=O | 0.5 | -5 | -0.2 | -27 | 12 | -85 | 1 | 12
Cc1nc2ccc(Cl)cc2c(-c2ccccc2)c1C(=O)N(C)C | 0.1 | -1 | 6.2 | 25 | -4 | 12 | 8 | 15
CCOC(=O)C1=C(C)NC(C)=C(C(=O)OCC)C1C(=O)OCC(=O)N1CC(C)OC(C)C1 (stereo not drawn) | 0.3 | 3 | -1.2 | -5 | 7 | 2 | -6 | -2
O=Cc1ccc(OCCN2CCCC2=O)cc1 | 0.1 | 2 | -1.4 | -1 | -48 | 1 | 5 | 7
COc1ccc(CN(C)C(=O)CCC(=O)N2CCN(S(=O)(=O)c3ccc(Cl)cc3)CC2)c(OC)c1 | 0.0 | 3 | 1.1 | -55 | -4 | 14 | 15 | 36

Some of these compounds in order of molecular weight, rising.
SMILES | XiGFP reactiv | ERp5 block | CFTR F508del cor | GSIS activator | ARNT TACC3 PPI | EWS-Fli inh | DENV2 CPE | PAX8 reporter
O=Cc1ccc(OCCN2CCCC2=O)cc1 | 0.1 | 2 | -1.4 | -1 | -48 | 1 | 5 | 7
Cc1cc(OC(=O)c2ccccc2C)c([N+](=O)[O-])c(=O)[nH]1 | 0.2 | 1 | 1.4 | 4 | -4 | -2 | 2 | -2
O=C(CN1C(=O)c2ccccc2C1=O)NC1(C(=O)O)CCCC1 | 0.4 | -6 | -0.1 | . | -5 | -4 | 0 | -8
Cc1nc2ccc(Cl)cc2c(-c2ccccc2)c1C(=O)N(C)C | 0.1 | -1 | 6.2 | 25 | -4 | 12 | 8 | 15
CC(=O)c1ccc(C(=O)N2CCCC(Nc3ccc(C(C)C)cc3)C2)s1 (stereo not drawn) | -0.1 | -8 | -3.6 | 10 | 4 | 1 | 4 | 16
CCOC(=O)C1=C(C)NC(C)=C(C(=O)OCC)C1C(=O)OCC(=O)N1CC(C)OC(C)C1 (stereo not drawn) | 0.3 | 3 | -1.2 | -5 | 7 | 2 | -6 | -2
C[C@H]1CN([C@@H](C)CO)C(=O)c2cccc(NC(=O)c3ccc(-c4nccs4)cc3)c2O[C@@H]1CN(C)Cc1ccc(C(=O)Nc2ccccc2N)cc1 | 0.0 | 13 | 2.3 | 18 | 17 | 52* | 2 | .
C[C@H](CO)N1C[C@H](C)[C@@H](CN(C)C(=O)Nc2ccc3c(c2)OCO3)OCCCC[C@H](C)Oc2ccc(NC(=O)Nc3ccc4c(c3)OCO4)cc2C1=O | 0.5 | -5 | -0.2 | -27 | 12 | -85 | 1 | 12
